GPR151 ag = human GPR151 activation. Q8TDV0. 650,000 tested, 1% active. activation, % at 11.2 µM. AID 1508602. PathHunter beta-arrestin GPR151 cells, luminescence; in the data active means activation above about 4.9%;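 further: 0% = median of compound wells and 100% = cells with positive control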
Target sequence (Q8TDV0 whole entry, looked up): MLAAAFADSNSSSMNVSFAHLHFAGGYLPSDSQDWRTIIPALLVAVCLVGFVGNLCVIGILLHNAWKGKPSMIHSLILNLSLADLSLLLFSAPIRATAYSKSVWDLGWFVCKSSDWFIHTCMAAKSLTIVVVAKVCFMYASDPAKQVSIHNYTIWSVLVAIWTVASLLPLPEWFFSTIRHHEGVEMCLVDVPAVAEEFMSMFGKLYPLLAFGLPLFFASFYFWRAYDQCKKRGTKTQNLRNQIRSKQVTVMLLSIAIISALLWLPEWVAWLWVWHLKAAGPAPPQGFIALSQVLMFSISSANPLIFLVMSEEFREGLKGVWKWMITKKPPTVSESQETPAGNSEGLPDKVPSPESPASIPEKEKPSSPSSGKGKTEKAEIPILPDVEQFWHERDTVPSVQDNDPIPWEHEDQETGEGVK
TEAD-YAP block = TEAD-YAP interaction inhibition | HEK-TIYL cells, TEAD-Gal4/YAP UAS-luciferase luminescence | 640,000 tested, 1.4% active | inhibition, % at 9.12 µM; in the data active means inhibition above about 32%;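 further: 0% = median of test compound wells and 100% = reference inhibitor wells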
FBW7 activator = human FBW7 E3 ligase activation, primary screen; Q969H0; AlphaScreen FBW7–phospho-cyclin E peptide binding, activator screen; normalized activity (activation), % at 26.1 µM; 650,000 tested, 0.13% active; in the data active means normalized activity above about 1.9%;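 further: purified mutant Fbw7 with reduced substrate affinity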
MITF primary = human MITF inhibition, primary screen; AID 1259374; inhibition, % at 2.6 µM; 650,000 tested, 0.91% active; AlphaScreen MITF homodimerization, bead proximity signal; O75030; in the data active means inhibition above about 50%;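 further: 0% = vehicle wells with protein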
Target sequence (O75030 whole entry, looked up): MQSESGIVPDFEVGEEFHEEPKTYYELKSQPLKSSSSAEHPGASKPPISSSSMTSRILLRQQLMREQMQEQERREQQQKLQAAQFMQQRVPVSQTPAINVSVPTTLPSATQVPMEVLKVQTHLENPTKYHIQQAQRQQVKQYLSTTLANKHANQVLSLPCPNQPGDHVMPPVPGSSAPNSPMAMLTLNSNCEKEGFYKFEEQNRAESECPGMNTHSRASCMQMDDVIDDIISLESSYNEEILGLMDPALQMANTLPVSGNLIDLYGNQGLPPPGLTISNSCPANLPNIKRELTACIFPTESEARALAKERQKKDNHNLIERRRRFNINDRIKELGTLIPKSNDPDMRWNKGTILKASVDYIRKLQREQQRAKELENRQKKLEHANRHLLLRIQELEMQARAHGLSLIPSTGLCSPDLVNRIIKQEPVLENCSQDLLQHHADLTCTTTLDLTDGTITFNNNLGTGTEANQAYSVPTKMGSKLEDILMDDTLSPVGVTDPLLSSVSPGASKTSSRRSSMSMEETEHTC
An asterisk follows results filed as active.

canonical_smiles	GPR151 ag	TEAD-YAP block	FBW7 activator	MITF primary
CCCN(S(=O)(=O)c1ccccc1F)S(=O)(=O)c1ccccc1Br	4.7	10	0.0	10
O=C(COc1ccc(Cl)cc1Cl)Nc1ccc2c(c1)Cc1ccccc1-2	0.6	-3	0.5	15
CCOC(=O)C(=CNc1ccccn1)C(=O)OCC	1.2	9	0.2	0
O=C(CSCCc1ccccn1)Nc1nccs1	0.0	3	0.2	-5
COc1ccc(-c2cncc(-c3cccc(NS(C)(=O)=O)c3)c2)cc1	1.4	5	-0.3	7
COc1cc(NC(=O)COc2cc(C)cc(C)c2)ccc1NC(=O)C(C)C	1.7	6	0.7	13
COc1ccc(N2CCN(C(CNS(=O)(=O)c3ccccc3)c3cccnc3)CC2)cc1 (stereo not drawn)	0.7	2	-0.2	-3
CCOc1ccccc1-c1nc(-c2ccccn2)no1	0.6	-18	0.0	9
O=C(O)c1cc(S(=O)(=O)NCC2CCCO2)ccc1Cl (stereo not drawn)	-1.0	10	-0.1	4
COc1ccc(C(=O)Nn2nnc3ccccc3c2=O)cc1OC	-0.4	-9	0.0	-2
C/C(=N\NC(=O)c1ccccc1I)c1ccccc1	-2.3	2	0.5	12
O=C(Nc1ccc(S(=O)(=O)N2CCCCC2)cc1)c1cc(Cl)ccc1Cl	0.5	22	0.5	-1
Cc1cn2c3c(=O)n(C)c(=O)n(C)c3nc2n1-c1ccc(C(C)C)cc1	0.6	3	0.1	-1
CCc1ccc(N2CC(C(=O)OCC(=O)Nc3ccc(OC)cc3)CC2=O)cc1 (stereo not drawn)	-0.2	1	-0.1	1
Nc1nc(NCc2ccccc2)c(Br)c(=O)[nH]1	-0.9	4	-0.2	20
Cc1cc(F)c(F)cc1C(=O)N1CCN(c2ccc([N+](=O)[O-])cc2F)CC1	-0.2	4	0.5	15
CC1Sc2cc(S(=O)(=O)CCC(=O)NC3CCCCC3C)ccc2NC1=O (stereo not drawn)	2.6	7	-0.1	-5
O=S(=O)(c1ccccc1)N1CCN(CC2CC=CCC2)CC1 (stereo not drawn)	-0.1	2	-0.2	52*
COc1cccc(NC(=O)CNC(=O)c2ccc([N+](=O)[O-])cc2)c1	-0.4	11	-0.1	7
CCS(=O)(=O)N1CCN(C(=O)c2cc(OC)cc(OC)c2)CC1	0.3	4	0.0	-17
O=C1c2oc3ccc(Cl)cc3c(=O)c2C(c2cccs2)N1CCN1CCOCC1 (stereo not drawn)	2.1	-28	-0.1	3
COc1ccc(S(=O)(=O)N2CCN(C(=O)c3c(OC)cccc3OC)CC2)cc1	1.9	0	-0.3	-5
COc1ccc(N2C(=O)C(Cl)=C(Cl)C2=O)cc1	0.8	3	0.1	0
COc1ccc(-c2nnc(SCC(=O)Nc3cc(OC)ccc3OC)nc2-c2ccc(OC)cc2)cc1	0.2	-10	-0.1	3
COCc1ccc(C(=O)N2CCCC(c3ncncc3-c3ccccc3Cl)C2)o1 (stereo not drawn)	-0.1	-6	-0.1	-22
CC1(C)CC(=O)C2=C(C1)OC(N)=C(C#N)C2c1c(Cl)cccc1Cl (stereo not drawn)	0.3	4	-0.1	-6
COc1ccc(C(=O)N(c2ccc(C)cc2)S(=O)(=O)c2ccc(Cl)cc2)cc1	2.1	19	0.2	8
CCN(CC)C1CCN(c2nc3nonc3nc2NCCOC)C1 (stereo not drawn)	-0.6	-6	0.0	9
COc1ccc(-n2nc(C(=O)Nc3ccc(OC)c(OC)c3)c3ccccc3c2=O)c(OC)c1	-0.8	-6	-0.1	2
COc1ccc(OC)c(C2=NOC(C(=O)Nc3cccc(O)c3)C2)c1 (stereo not drawn)	1.6	-1	0.0	4

Look-ups from above.
COc1ccc(C(=O)Nn2nnc3ccccc3c2=O)cc1OC in FBW7 activator = 0.0
CC1Sc2cc(S(=O)(=O)CCC(=O)NC3CCCCC3C)ccc2NC1=O (stereo not drawn) in MITF primary = -5

(list continues)
canonical_smiles	GPR151 ag	TEAD-YAP block	FBW7 activator	MITF primary
CC[n+]1ccc(/C=C/c2ccc(OC)cc2OC)cc1	-0.6	42*	0.2	2
COc1cc(=O)n2c(c1C(=O)NC(C)c1ccco1)CCN(Cc1nccs1)CC2 (stereo not drawn)	1.6	-20	-0.2	-10
CCCNC(=O)CNC(=S)N(Cc1ccccc1F)C1CCCCC1	0.3	1	-0.1	-11
Cc1ccc(NC(=O)CN2C(=O)C3CCCN3C(=O)c3ccccc32)cc1C (stereo not drawn)	0.3	15	0.0	7
CC1OC(Nc2cccc(NC3OC(C)C(O)C(O)C3O)c2)C(O)C(O)C1O (stereo not drawn)	-0.2	10	0.9	23
CCOc1ccc2nc(SCC(=O)Nc3nnc(SCC(N)=O)s3)[nH]c2c1	-0.9	1	-0.1	11
[Li+]	1.6	1	-0.1	3
C#CC(C)(C)OC(=O)CCC(=O)O	0.1	3	0.1	9
CCCCOc1ccc(C2=N/C(=C\c3ccc(Br)cc3)C(=O)N2c2cccc(Cl)c2C)cc1	0.3	-1	0.2	1
Cc1ccc(NC(=O)C2C3C=CC4(O3)C2C(=O)N(CCN2CCOCC2)C4C(=O)NC2CCCCC2)cc1 (stereo not drawn)	0.3	-9	-0.2	-5
CCCCOC(=O)C1=C(C)NC2=C(C(=O)CCC2)C1c1cccc(Br)c1 (stereo not drawn)	-0.7	-5	-0.1	-9
CCOC(=O)C1=C(N)n2c(s/c(=C\c3cc(Br)ccc3F)c2=O)=C(C#N)C1c1cc(Br)ccc1F (stereo not drawn)	-0.2	-8	0.5	-4
O=[N+]([O-])c1cc(S(=O)(=O)C(F)(F)F)ccc1Cl	2.8	-2	0.1	10
O=C(CNC(=O)c1ccc(F)cc1)OCC(=O)c1ccc[nH]1	2.9	5	0.0	2
COc1ccc(CCN2C(=S)N(C)C(=O)C2CC(=O)Nc2ccccc2)cc1OC (stereo not drawn)	-0.6	9	-0.1	14
CCc1nnc(-c2cc3ccccc3n2CC(=O)Nc2ccccc2F)o1	-1.0	-1	0.1	19
Cc1ccc(CC2C(=O)N(c3cccc(C(F)(F)F)c3)C(=O)C2C)cc1 (stereo not drawn)	-0.8	-2	0.3	-4
NNC(=O)OCc1ccc([N+](=O)[O-])cc1	0.7	12	-0.4	3
O=C(CCCn1c(SCc2cc(=O)n3cc(Cl)ccc3n2)nc2ccsc2c1=O)NCCc1ccccc1	-0.5	-3	0.1	2
COc1ccccc1/C=N\NC(=O)CNc1ccc(C)cc1	0.1	1	0.1	7
Cn1c(O)c(C=Nc2ccc(Cl)cc2)c(=O)[nH]c1=S	-0.3	-4	0.1	13
COc1cccc(/C=N/NC(=O)c2cc3cc([N+](=O)[O-])ccc3s2)c1O	2.1	16	-0.1	-5
COC(=O)CCCC(=O)N1CCc2c(C(=O)NCCC(C)C)c(OC)cc(=O)n2CC1	3.9	-9	0.8	-12
Cc1ccc(/C=C/C(=O)Nc2cc3c(ccc4ccccc43)oc2=O)cc1	0.7	5	-0.1	3
CCOC(=O)c1c(NC(=O)c2ccc(Cl)cc2)sc(C(=O)Nc2ccccc2)c1C	-0.2	9	0.1	11
COc1cc(S(=O)(=O)NCCOC23CC4CC(CC(C4)C2)C3)c(OC)cc1Cl	0.5	-2	0.1	-10
Cc1cc2c(cc1S(=O)(=O)C(C)CC(=O)Nc1ccc(C(C)C)cc1)OCC(=O)N2 (stereo not drawn)	-0.4	-4	0.0	9
O=C(CCC(=O)N1CCOc2ccccc21)N1CCC2(CC1)OCCO2	1.8	-5	0.2	-7
Cc1cc(C)cc(NCC(O)Cn2nnnc2-c2ccccc2)c1 (stereo not drawn)	0.7	-6	0.1	6
CN1C(=O)/C(=c2\sc3nc(=O)c(Cc4ccccc4)nn3c2=O)c2ccccc21	5.5*	3	0.1	15

Structures from the list above that contain two or more sulfur atoms (5):
canonical_smiles	GPR151 ag	TEAD-YAP block	FBW7 activator	MITF primary
CCCN(S(=O)(=O)c1ccccc1F)S(=O)(=O)c1ccccc1Br	4.7	10	0.0	10
O=C(CSCCc1ccccn1)Nc1nccs1	0.0	3	0.2	-5
CC1Sc2cc(S(=O)(=O)CCC(=O)NC3CCCCC3C)ccc2NC1=O (stereo not drawn)	2.6	7	-0.1	-5
CCOc1ccc2nc(SCC(=O)Nc3nnc(SCC(N)=O)s3)[nH]c2c1	-0.9	1	-0.1	11
O=C(CCCn1c(SCc2cc(=O)n3cc(Cl)ccc3n2)nc2ccsc2c1=O)NCCc1ccccc1	-0.5	-3	0.1	2

The results go on.
Values run as follows: GPR151 ag | TEAD-YAP block | FBW7 activator | MITF primary
> O=C(CSc1nc2ccccc2n1CC(=O)Nc1ccccc1F)NCc1ccco1
  -3.1 | -4 | -0.2 | -1
> Cc1c(C(=O)N2CCN(Cc3ccccc3F)C[C@@H]2C(C)C)cnn1C
  -0.4 | -6 | -0.1 | -11
> CC(=O)C1=C(O)C(=O)N(c2ccc(Br)cn2)C1c1ccc(F)cc1 (stereo not drawn)
  2.8 | 10 | 0.2 | 10
> O=C(CSc1nnc(Nc2ccccc2)s1)NCC12CC3CC(CC(C3)C1)C2
  -0.1 | 16 | 0.1 | 10
> COc1ccc(/C=C2\N=C(c3ccccc3F)OC2=O)c(OC)c1
  1.2 | 2 | -0.1 | -5
> NS(=O)(=O)c1ccc(CNc2ccc3ncc(-c4ccc(CO)cc4)n3n2)cc1
  -0.2 | 4 | 0.2 | -5
> CCOc1ccc(C2C(C(=O)Nc3cccc(C(F)(F)F)c3)=C(C)NC3=C2C(=O)CCC3)cc1 (stereo not drawn)
  0.9 | -10 | 0.1 | 9
> O=C1CCSc2c1cccc2C(=O)NCc1cccnc1
  0.4 | 4 | 0.1 | 13
> Cc1ccc(NC(=O)/C(C#N)=N/Nc2cc(C(=O)O)cc(C(=O)O)c2)c(C)c1
  0.3 | 5 | -0.1 | -3
> CC(=O)NC(C)(CC(=O)c1ccccc1)c1ccccc1 (stereo not drawn)
  0.3 | 3 | -0.3 | -15
> CC1=C(C)/C(=N\OC(=O)Cc2ccccc2)C=CC1=O
  -0.6 | -28 | 0.6 | 18
> O=c1[nH]c(Nc2ccc(F)cc2)nnc1Cc1ccccc1
  -1.0 | -4 | 0.6 | 26
> O=C(CSc1nc2ccccc2[nH]1)Nc1ccc(OC(F)(F)F)cc1
  1.7 | -17 | -0.8 | -19
> CNC(=O)CCS(=O)(=O)Cc1ccc(Cl)cc1
  -0.2 | 9 | 1.4 | 16
> COc1cc(C)c(Cl)c(C)c1S(=O)(=O)NC1CC(C)(C)NC(C)(C)C1
  -0.8 | 5 | 0.3 | -3
> CC(=O)Nc1ccc(CN2CCc3c(nc(N4CCC(C)CC4)[nH]c3=O)C2)cc1
  0.5 | 2 | 0.1 | 1
> N#Cc1ccc(/C=C2/N=C(c3ccc(F)cc3)OC2=O)cc1
  0.8 | 6 | -0.1 | 5
> CC(C)(C)c1ccc(C2/C(=C(\O)c3ccc(Br)cc3)C(=O)C(=O)N2c2nccs2)cc1 (stereo not drawn)
  1.1 | -17 | 0.1 | -4
> O=C(O)c1ccc(Cl)c(S(=O)(=O)NCC2CCCO2)c1 (stereo not drawn)
  0.7 | 4 | -0.1 | -6
> Cc1ccsc1CN1CCc2nnc(CNC(=O)Cc3ccccc3)n2CC1
  -0.8 | -13 | 0.2 | 9

Full records, quoted from the list. Order of values: GPR151 ag	TEAD-YAP block	FBW7 activator	MITF primary
Listed for O=C(CSc1nc2ccccc2[nH]1)Nc1ccc(OC(F)(F)F)cc1 : 1.7	-17	-0.8	-19
Listed for COc1ccc(/C=C2\N=C(c3ccccc3F)OC2=O)c(OC)c1 : 1.2	2	-0.1	-5

Following part.
Values run as follows: GPR151 ag | TEAD-YAP block | FBW7 activator | MITF primary
> CCC(=O)N(Cc1ccc(C)cc1)Cc1cc2cccc(C)c2n2nnnc12
  0.7 | 3 | 0.0 | 3
> CCOC(=O)c1c(NC(=O)C(C)Sc2nnc(CNC(=O)c3ccc(OC)cc3)n2CCc2ccccc2)sc2c1CCC2 (stereo not drawn)
  0.3 | 1 | -0.1 | 8
> Cc1ccc(S(=O)(=O)NC(=O)/N=c2\sccn2C)cc1
  0.6 | 1 | -0.1 | -2
> Clc1nss/c1=N\c1nncs1
  1.2 | -7 | -0.1 | -7
> Cn1ncc2c(Nc3cccc(F)c3)ncnc21
  1.2 | 0 | 0.3 | -5
> CCOC(=O)C(=O)NCc1ccccc1
  0.4 | 1 | 0.1 | 17
> CCOC(=O)N1CCN(CCC(=O)Nc2cccc(Br)c2)CC1
  1.5 | 2 | 0.1 | 5
> CC1CC(C)(C)NC(=S)N1CCCC(=O)Nc1ccc(Br)cc1 (stereo not drawn)
  3.7 | 8 | -0.1 | 9
> CCOc1ccc(/C=N/NC(=O)Nc2ccccc2)cc1
  0.3 | -63 | -0.1 | 0
> COc1ccc2nc(N3CCCC3C(=O)NC(C)CCCC(C)(C)O)nc(C)c2c1 (stereo not drawn)
  -0.9 | 5 | -0.1 | 2
> Cc1cc(NC(=O)C2CCCN(S(=O)(=O)c3ccc(Cl)cc3)C2)n(C)n1 (stereo not drawn)
  3.9 | -5 | 0.0 | -1
> CC1CCCCC1NC(=O)CSc1nc2cc3c(cc2cc1C#N)OCCO3 (stereo not drawn)
  -0.1 | 2 | -0.2 | -2

Screening results deposited in PubChem by The Scripps Research Institute Molecular Screening Center.
